Nrf2 block – inhibitors of Nrf2 signaling; A549 ARE-Fluc reporter, luciferase luminescence, 18-24 h; Potency, µM (top dose mostly 46 µM), without a hit: at the top dose activity change, negative = inhibition, hits mostly inhibitors; actives 2.1% (n = 360,000); also: potency is read from the fitted curve at half-maximal effect; % is scaled to controls: 0 for no effect and ±100 for the full control effect; nearly all actives have a fitted effect of over 60% in size
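Quantitative HTS in A549 cells stably bearing an antioxidant response element-firefly luciferase construct. Inhibition of Nrf2-driven transcription was scored by luminescence after 18-24 h of compound exposure at 37 °C.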
HepG2 tox – HepG2 cytotoxicity, counter-screen for TGF-b inhibitors | HepG2 CAGA-GFP viability, ATP luminescence, 18 h | Potency, µM (series often up to 46.1 µM), for inactives: top-dose activity change, negative = cytotoxicity, usual class: cytotoxic | actives 0.76% (n = 410,000); also: potency is read from the fitted curve at half-maximal effect; some results filed as inactive show a strong effect at the top dose
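CellTiter-Glo luminescence gave cytotoxicity after 18 hours at 37 degrees C. The cells were HepG2 CAGA-GFP in 1% FBS DMEM, stimulated with 500 pg/mL TGF-beta after compound addition. %Activity was normalised to no-cell wells (complete cell-killing) and DMSO (no toxicity), and curves were fitted and classified.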
pAkt inh – Akt phosphorylation inhibition. actives 0.32% (n = 360,000). Neuro2A IGF-stimulated pAkt S473 HTRF, 20 min; active compounds read low. AID 651550. activity change, % for hits at 50 µM; in the data active = activity change below about -80%; inconclusive = mostly about -51% to -80%; also: % is scaled to controls: 0 for no effect and ±100 for the full control effect
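Neuro2A cells (4,500/well, DMEM with 0.5% FBS) were treated with compound at a single 50 µM final concentration, stimulated with 6 nM IGF for 20 min at 37 °C, and lysed. Phospho-Akt Ser473 was read by HTRF as 665/615 ratio ×10^4.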
S2 tox – viability counter-screen for ATXN expression inhibitors; S2 cells (HEK-293 line with an ATXN2-luciferase reporter) viability, CellTiter-Fluor protease fluorescence, 24 h; Potency, µM (series often up to 56.7 µM), hits mostly cytotoxic; actives 0.49% (n = 400,000); also: potency is read from the fitted curve at half-maximal effect; nearly all actives have a fitted effect of over 40% in size
Nrf2 ARE act – activators of Nrf2 (ARE) signaling; AREc32 ARE-luciferase reporter (MCF7-derived line), luminescence, 24 h; Potency, µM (top dose mostly 46.1 µM), without a hit: at the top dose activation, actives largely listed as activators; actives 0.31% (n = 410,000); AID 624171; also: potency is read from the fitted curve at half-maximal effect; % of control where 0% means no effect; nearly all actives have a fitted effect of over 65% in size
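Quantitative high-throughput format: AREc32 reporter cells, 1000 per well, received compound by pin transfer and were incubated 24 hr at 37 deg C, 5% CO2, before Steady-Glo luminescence detection.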
A549 viability – kills or reduces viability of A549 cells in Nrf2 counter-screen; actives 0.16% (n = 390,000); AID 504648; A549 ARE-Fluc cells, CellTiter-Fluor viability, 18-24 h; Potency, µM (series often up to 46 µM), without a hit: at the top dose activity change, negative = cytotoxicity, usual class: inhibitors; also: potency is read from the fitted curve at half-maximal effect; % is scaled to controls: 0 for no effect and ±100 for the full control effect
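A549 ARE_Fluc cells in 5% FBS OPTI-MEM were exposed to compounds in concentration-response for 18-24 h at 37 deg C. Viability was read by CellTiter-Fluor fluorescence (Ex 405/Em 525) after 30 min, before the luciferase read.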
TGFb inhibitor – blocks TGF-b signaling; HepG2 CAGA-GFP TGF-b/SMAD3 reporter, GFP fluorescence, 18 h; TGF-beta stimulated, 500 pg/mL final; Potency, µM (series often up to 46.1 µM), without a hit: top-dose activity, negative = inhibition, hits mostly inhibitors; actives 1.2% (n = 410,000); AID 588855; also: potency is read from the fitted curve at half-maximal effect; % is scaled to controls: 0 for no effect and ±100 for the full control effect; nearly all actives have a fitted effect of over 65% in size
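Cell-based qHTS in HEPG2 carrying a CAGA-GFP Smad reporter; compounds added before 500 pg/mL final TGF-beta, 18 h incubation at 37 degrees C, GFP fluorescence quantified per cell by imaging cytometry.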
Mm-Cpn inhibitor – blocks the Methanococcus maripaludis chaperonin Mm-Cpn. Potency, µM (doses to about 76.9 µM), for the others: top-dose activity, negative = inhibition, most hits filed as inhibitors. actives 0.031% (n = 330,000). purified Mm-Cpn ATPase, ADP Transcreener TR-FRET; also: potency is read from the fitted curve at half-maximal effect; % is scaled to controls: 0 for no effect and ±100 for the full control effect; nearly all actives have a fitted effect of over 80% in size
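Purified archaeal Mm-CPN (25nM final) preincubated 10 min at 37degC with compound, then 10uM ATP for 30 min at 37degC; ADP measured by HTRF Transcreener TR-FRET; buffer 30 mM TRIS pH 7.4, 100mM KCl, 5mM MgCl2, 1mM DTT.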
CCT modulator – cytosolic chaperonin activity modulation; purified chaperonin ATPase assay, HTRF ADP detection, 30 min; activity change, % (concentration not given with the values), hits read low; actives 0.3% (n = 360,000); in the data active = activity change below about -30%; also: % is scaled to controls: 0 for no effect and ±100 for the full control effect
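Enzyme 40 or 20 nM (batch-dependent) in Tris pH 7.4/KCl/MgCl2/DTT; cpd 76 uM single point; ATP 10 uM; 30 min 37 °C; Transcreener ADP HTRF detection, 30 min RT; ratio 665/615.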
Numbers without * were called inactive; [ ] = another dose, or the depositor's remark. Unless noted, calls follow the shape of the dose curve; as a rule, active = well fitted curve in the direction sought with a large enough effect; inconclusive = small, poorly fitted or top-dose-only effect, or another doubt; inactive = no such curve, though single readings can be large; an effect the other way counts as inactive or inconclusive.

What do the screens show for `CSCCC(NS(=O)(=O)c1ccccc1F)C(=O)NCc1ccncc1` (stereo unspecified)?
Nrf2 block: 7%; HepG2 tox: 7%; pAkt inh: inactive; S2 tox: inactive; Nrf2 ARE act: -0.1%; A549 viability: 3%; TGFb inhibitor: 9%; Mm-Cpn inhibitor: 1%; CCT modulator: 0.4

How did CCC(C)NC(=O)c1[nH]c2cc(C)ccc2c1Sc1ccc(Cl)cc1 (stereo unspecified) do in these assays?
Nrf2 block: 4%; HepG2 tox: -3%; S2 tox: inactive; Nrf2 ARE act: 0.5%; A549 viability: 0%; TGFb inhibitor: 14%

How did Cc1ccc(OCC(=O)Nc2ccc(S(=O)(=O)NC3=NCCCCC3)cc2)cc1 do in these assays?
HepG2 tox: 4%; pAkt inh: inactive; Nrf2 ARE act: 0.1%; TGFb inhibitor: 1%; CCT modulator: 0.7

How did Cc1ccc(OCCN2CCN(C(=O)CCC(=O)Nc3nnc(C)s3)CC2)cc1 do in these assays?
Nrf2 block: -1%; HepG2 tox: -10%; pAkt inh: inactive; S2 tox: inactive; Nrf2 ARE act: -0.1%; A549 viability: 1%; TGFb inhibitor: -19%; Mm-Cpn inhibitor: -1%; CCT modulator: 1.0

What do the screens show for `COc1ccc(NS(=O)(=O)c2cccc(C(=O)N3CCN(S(=O)(=O)c4ccccc4)CC3)c2)cc1`?
Nrf2 block: -8%; HepG2 tox: -22%; pAkt inh: inactive; S2 tox: inactive; Nrf2 ARE act: 0.8%; A549 viability: 1%; TGFb inhibitor: -18%; CCT modulator: 0.0

Results for Clc1ccc(-c2cnc3cccnn23)cc1 ?
HepG2 tox: -16%; pAkt inh: inactive; S2 tox: inactive; Nrf2 ARE act: 18%[9.22 µM]; TGFb inhibitor: -7%; CCT modulator: -0.2

Results for CC(C)c1ccccc1NC(=O)Cn1cnc2c1c(=O)n(C)c(=O)n2C ?
Nrf2 block: -6%; HepG2 tox: -2%; S2 tox: inactive; Nrf2 ARE act: -0.3%; A549 viability: 1%; TGFb inhibitor: -8%

Results for COc1ccc2nc(C)cc(Nc3ccc(N4CCOCC4)cc3)c2c1 ?
Nrf2 block: -10%; HepG2 tox: -48%; pAkt inh: inactive; S2 tox: inconclusive; Nrf2 ARE act: 7.4%; A549 viability: -18%; TGFb inhibitor: inconclusive; Mm-Cpn inhibitor: -1%; CCT modulator: -2.7

How did Cn1ccc2c(-c3ccc(C(=O)O)cc3)cc3c(c21)C1CCC3C1 (stereo unspecified) do in these assays?
HepG2 tox: 4%; pAkt inh: inactive; S2 tox: inactive; Nrf2 ARE act: 5.8%; TGFb inhibitor: 0%; CCT modulator: 0.2

Results for CCS(=O)(=O)Nc1ccc(C(=O)NCCSc2ccccc2)cc1 ?
Nrf2 block: 10%; HepG2 tox: -7%; pAkt inh: inactive; S2 tox: inactive; Nrf2 ARE act: 2.5%; A549 viability: 1%; TGFb inhibitor: -10%; Mm-Cpn inhibitor: 1%; CCT modulator: -15

What do the screens show for `COC(=O)C(c1ccccc1)C(CC(=O)c1ccccc1)c1ccccc1` (stereo unspecified)?
HepG2 tox: -44%; pAkt inh: inactive; S2 tox: inactive; Nrf2 ARE act: 0.3%; TGFb inhibitor: 9%; CCT modulator: -1.9

How did Cc1ccccc1OCC(O)CN1CCN(CC(O)COc2ccccc2C)C(C)C1 (stereo unspecified) do in these assays?
Nrf2 block: 4%; HepG2 tox: -40%; pAkt inh: inactive; S2 tox: inactive; Nrf2 ARE act: 6.9%; A549 viability: 1%; TGFb inhibitor: inconclusive; Mm-Cpn inhibitor: -2%; CCT modulator: 2.0

Reprinted from the part before: 2 compounds; new compounds follow.
What do the screens show for `COC(=O)C(c1ccccc1)C(CC(=O)c1ccccc1)c1ccccc1` (stereo unspecified)?
HepG2 tox: -44%; pAkt inh: inactive; S2 tox: inactive; Nrf2 ARE act: 0.3%; TGFb inhibitor: 9%; CCT modulator: -1.9

How did Cc1ccccc1OCC(O)CN1CCN(CC(O)COc2ccccc2C)C(C)C1 (stereo unspecified) do in these assays?
Nrf2 block: 4%; HepG2 tox: -40%; pAkt inh: inactive; S2 tox: inactive; Nrf2 ARE act: 6.9%; A549 viability: 1%; TGFb inhibitor: inconclusive; Mm-Cpn inhibitor: -2%; CCT modulator: 2.0

What do the screens show for `O=C(CCC(=O)Nc1ccc(F)cc1)N/N=C/c1ccc(O)cc1O`?
Nrf2 block: -20%; HepG2 tox: -51%; pAkt inh: inactive; S2 tox: inactive; Nrf2 ARE act: -0.7%; A549 viability: 5%; TGFb inhibitor: -7%; Mm-Cpn inhibitor: 0%; CCT modulator: 2.8

How did O=S(=O)(c1ccccc1)C1(S(=O)(=O)c2ccccc2)CCCC1 do in these assays?
Nrf2 block: -22%; HepG2 tox: -3%; pAkt inh: inactive; S2 tox: inactive; Nrf2 ARE act: -0.2%; A549 viability: -12%; TGFb inhibitor: 0%; Mm-Cpn inhibitor: 1%; CCT modulator: -0.2

How did CC1(C)Cc2ccccc2-c2n[nH]c(=S)n21 do in these assays?
Nrf2 block: -18%; HepG2 tox: -13%; pAkt inh: inactive; S2 tox: inactive; Nrf2 ARE act: -0.3%; A549 viability: -1%; TGFb inhibitor: 7%; Mm-Cpn inhibitor: -10%; CCT modulator: 0.0

What do the screens show for `CCCCn1c(SCC(=O)Nc2nnc(CC)s2)nc2ccccc2c1=O`?
Nrf2 block: 3%; HepG2 tox: -9%; pAkt inh: inactive; S2 tox: inactive; Nrf2 ARE act: -0.9%; A549 viability: 5%; TGFb inhibitor: 18%; Mm-Cpn inhibitor: -3%; CCT modulator: 1.5

What do the screens show for `CCOC(=O)c1c(C)[nH]c(C(=O)OCC(=O)Nc2ccc(Cl)cn2)c1C`?
Nrf2 block: -7%; HepG2 tox: -8%; pAkt inh: inactive; S2 tox: inactive; Nrf2 ARE act: -0.7%; A549 viability: 9%; TGFb inhibitor: -32%; Mm-Cpn inhibitor: -2%; CCT modulator: -0.4

How did Cc1ccc(CCNC(=O)c2cn(C)c3ccc(S(=O)(=O)N4CCCCC4)cc3c2=O)cc1 do in these assays?
Nrf2 block: 4%; HepG2 tox: -1%; S2 tox: inactive; Nrf2 ARE act: -0.6%; A549 viability: -4%; TGFb inhibitor: -2%

Results for O=C(c1noc2c1CCCC2)N1CCC(CO)(Cc2ccccc2Cl)CC1 ?
Nrf2 block: -15%; HepG2 tox: -5%; pAkt inh: inactive; S2 tox: inactive; Nrf2 ARE act: 4.0%; A549 viability: -9%; TGFb inhibitor: -14%; Mm-Cpn inhibitor: 2%; CCT modulator: -5.6

Results for O=C(O)COc1cccc(/C=C2/SC(=S)N(Cc3ccccc3)C2=O)c1 ?
Nrf2 block: 5%; HepG2 tox: -33%; pAkt inh: inactive; S2 tox: inactive; Nrf2 ARE act: 13%; A549 viability: 4%; TGFb inhibitor: -25%; Mm-Cpn inhibitor: -17%; CCT modulator: -5.7

What do the screens show for `O=C(NCCS(=O)(=O)c1ccc(Br)cc1)c1ccccc1Cl`?
Nrf2 block: 0%; HepG2 tox: 5%; pAkt inh: inactive; S2 tox: inactive; Nrf2 ARE act: -0.2%; A549 viability: 2%; TGFb inhibitor: -1%; Mm-Cpn inhibitor: 1%; CCT modulator: -2.3

What do the screens show for `COC(=O)c1scc(S(=O)(=O)C(C)C)c1N/N=C(\C#N)C(=O)c1ccc(Cl)cc1`?
Nrf2 block: inconclusive; HepG2 tox: -47%; pAkt inh: inactive; S2 tox: inconclusive; Nrf2 ARE act: 8.7%; A549 viability: -10%; TGFb inhibitor: inconclusive; Mm-Cpn inhibitor: -1%; CCT modulator: -0.7

What do the screens show for `Nc1ncc(S(=O)(=O)c2ccc(Cl)cc2)c(N)n1`?
Nrf2 block: -2%; HepG2 tox: -1%; pAkt inh: inactive; S2 tox: inactive; Nrf2 ARE act: -0.3%; A549 viability: 8%; TGFb inhibitor: 0%; Mm-Cpn inhibitor: 0%; CCT modulator: 0.5

What do the screens show for `CCOc1ccc(COC(=O)C2CC(=O)N(CCc3ccccc3)C2)cc1OC` (stereo unspecified)?
Nrf2 block: 1%; HepG2 tox: -9%; pAkt inh: inactive; S2 tox: inactive; Nrf2 ARE act: -0.9%; A549 viability: -2%; TGFb inhibitor: -1%; Mm-Cpn inhibitor: 2%; CCT modulator: -2.4

Results for CN(C)S(=O)(=O)c1cccc(CSc2cccc[n+]2[O-])c1 ?
Nrf2 block: -8%; HepG2 tox: -11%; pAkt inh: inactive; S2 tox: inactive; Nrf2 ARE act: 0.0%; A549 viability: 5%; TGFb inhibitor: 6%; Mm-Cpn inhibitor: -2%; CCT modulator: 0.5

What do the screens show for `CCOC(=O)C1CCCN(C(=O)C2CCC(CNS(=O)(=O)c3ccc(NC(C)=O)cc3)CC2)C1` (stereo unspecified)?
Nrf2 block: 8%; HepG2 tox: 0%; pAkt inh: inactive; S2 tox: inactive; Nrf2 ARE act: -0.6%; A549 viability: -7%; TGFb inhibitor: 14%; Mm-Cpn inhibitor: 2%; CCT modulator: -2.5

Results for Cc1ccccc1CN1C(=O)c2ccccc2S(=O)c2ccc(C(=O)N3CCOCC3)cc21 (stereo unspecified) ?
Nrf2 block: 6%; HepG2 tox: 3%; S2 tox: inactive; Nrf2 ARE act: -0.8%; A549 viability: -6%; TGFb inhibitor: inconclusive

Source: PubChem
